human PMI inhibition: MPI enzyme activity inhibition – biochemical, fluorescence intensity, coupled assay, primary screen (AID 1209); one-dose inhibition, % at 20 µM; IC50 in µM for titrated hits; actives 0.42% (n = 190,000); purified PMI enzyme, coupled fluorescence intensity; higher % means a stronger effect;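 further: plate controls were DMSO vehicle for no effect and wells lacking substrate for full effect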
bCat nuc transl: alters nuclear translocation of beta-catenin in HeLa cells; immunofluorescence imaging; nuclear translocation activity, % at 5 µM; actives 0.3% (n = 190,000);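 active means nuclear translocation activity above 50% at 5 µM, with a well cell count of 50 or more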;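 further: per-cell ratio of nuclear to cytoplasmic median beta-catenin stain intensity; plate controls were DMSO negative control for no effect and GSK-3 inhibitor IX positive control for full effect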
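Test system: HeLa cells, endogenous beta-catenin; Compound: single 5 µM dose plus 0.02–20 µM confirmation series; Times: compound exposure 24 h at 37°C; Signal: fluorescence imaging of beta-catenin antibody stain plus DAPI; Read-out: % activation, nuclear-to-cytoplasmic median beta-catenin signal ratio per cell.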
human PMI inhibitors: human PMI inhibitors, high substrate, primary screen, biochemical, fluorescence intensity, high mannose 6-phosphate (AID 1220); actives 0.66% (n = 190,000); recombinant PMI enzyme, coupled fluorescence intensity; higher % means a stronger effect; inhibition, % at 20 µM, or IC50 in µM where a hit was titrated
WT yeast gro inh: growth inhibition of WT yeast, mitochondrial fusion screen. actives 2.1% (n = 190,000). AID 1362. inhibition, % at 10 µM. mitochondrial fusion phenotypic screen, WT strain; in the data active means inhibition above about 58%; tested in S. cerevisiae
Dynein transport: dynein cargo transport inhibition | 3617.4 mouse cells, GR-EGFP nuclear translocation imaging; test concentration mostly 20 µM; stimulated with dexamethasone, 1 µM; active compounds read low | z-score, hits read low | actives 0.47% (n = 220,000);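 active means plate z-score of nuclear minus cytoplasmic receptor signal below a set negative limit, without overly bright fluorescence or cell loss, cut at about -3.5 in these data, passing the limit was not always enough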;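 further: z-score of nuclear minus cytoplasmic ring GR-EGFP intensity difference per well; some compounds called inactive have numbers as strong as hits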
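medium = tetracycline-free induction medium containing charcoal-stripped FBS | also added = 1.0 µM final dexamethasone stimulus | schedule = 48 h induction, 1 h compound, 30 min dex at 37 °C | technique = fixed, Hoechst-stained cells imaged at 10x for EGFP | measure = GR-EGFP nuclear translocation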
Insulin prom up: MIN6 insulin promoter up-regulation; MIN6 insulin promoter-GFP reporter, high-content imaging; active compounds read high; z-score at 5 µM; actives 0.3% (n = 190,000); AID 1625;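 active means z-score above 3 at 5 µM with at least 500 cells counted in the well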
Yfh1-off respiration: enhancers of respiration in Yfh1-depleted yeast, dose response, Friedreich's ataxia, plus single-dose screen (AID 1465). S. cerevisiae Yfh1-off respiration, WST-1 reduction, 72 h; higher fold induction means a stronger effect. fold induction at 50 µM, or EC50 in µM where a hit was titrated. actives 0.074% (n = 220,000);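 active means fold induction of absorbance versus untreated yeast above a set limit, then at least 30% activation at any dose in follow-up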;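 further: activators that raise dye reduction in frataxin-depleted yeast; strong numbers were not always called active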
MT stabilize HCS: microtubule stabilizers in HeLa cells. % tubulin-high responders, % at 10 µM. actives 0.83% (n = 200,000). HeLa tubulin immunostaining HCS, 24 h; share of cells brighter than vehicle mean+2SD;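 active means plate Z-score above 3 for both tubulin-high and condensed-nucleus cell shares, with cell loss under 80%, at 10 µM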;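 further: anti alpha tubulin signal scored within the nucleus-defined area of each cell; some results filed as inactive read as strong as hits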
Autophagy mod: alters autophagy in cells; MEF GFP-LC3 puncta imaging; test concentration mostly 10 µM; calls only at 10 µM (by protocol); actives 0.98% (n = 190,000);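 active means percentage of spot-positive cells more than 3 SD above its plate mean, without a fluorescence outlier flag or 80% toxicity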;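 further: spot-positive cell cutoff set from DMSO-treated cells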
WT yeast gro inh mutant strain: recorded beside WT yeast gro inh, whose call it bears; inhibition, %; mitochondrial fusion phenotypic screen, mutant strain inhibition
Dynein transport cytoplasmic EGFP: second read-out of Dynein transport, no call of its own (marks repeat the call); z-score; measured here: cytoplasmic GR-EGFP intensity; active compounds read high
Dynein transport nuclear GR-EGFP: also measured in Dynein transport; calls as there; z-score; measured here: nuclear GR-EGFP intensity;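 lower value marks the stronger effect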
Dynein transport cell count: further read-out of Dynein transport, marked with its call; z-score; measured here: cell count per field
Insulin prom up cell count: also measured in Insulin prom up; calls as there; cell count; measured here: cytotoxicity, nuclei count;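 total cells summed across four imaged fields per well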
bCat nuc transl cell count 5 µM: recorded beside bCat nuc transl, whose call it bears; cell count; measured here: cell count, cytotoxicity flag
MT stabilize HCS Hoechst-high %: further read-out of MT stabilize HCS, marked with its call; % Hoechst-high responders; measured here: nuclear condensation Hoechst responders;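 share of cells brighter than vehicle mean plus two SD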
MT stabilize HCS cytotoxicity %: recorded beside MT stabilize HCS, whose call it bears; toxicity, %; measured here: cytotoxicity by cell density;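 0% = mean cell density of plate MIN control wells and 100% = no cells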
Autophagy mod cell loss 18 h: further read-out of Autophagy mod, marked with its call; toxicity, %; measured here: cell loss, nuclei count;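 cell loss after 18 h compound exposure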
An asterisk follows results filed as active; i = inactive; / = not tested or not shown. Unless noted, no stated cut-off is given here; in the data, active means inhibition above about 50%; inactive means the rest.

Start of the data: the first 2 entries, ahead of the listing:
SMILES	human PMI inhibition	bCat nuc transl	bCat nuc transl cell count 5 µM	human PMI inhibitors	WT yeast gro inh	WT yeast gro inh mutant strain	Dynein transport	Dynein transport cytoplasmic EGFP	Dynein transport nuclear GR-EGFP	Dynein transport cell count	Insulin prom up	Insulin prom up cell count	Yfh1-off respiration	MT stabilize HCS	MT stabilize HCS Hoechst-high %	MT stabilize HCS cytotoxicity %	Autophagy mod	Autophagy mod cell loss 18 h
CCOc1ccc2nc(NC(=O)C3=NNC(=O)CC3)sc2c1	-16%	-0.9	1049	-6%	5	4	1.7	-0.26	1	-0.76	-0.51	1303	i	3.8	2.9	8.8	i	10
O=C(Nc1ccc(CN2CCS(=O)(=O)CC2)cc1)c1ccccc1	/	0.1	1384	/	/	/	0.28	-0.25	0.69	-0.1	-0.27	992	i	/	/	/	/	/

The whole of this part, from the first entry:
SMILES	human PMI inhibition	bCat nuc transl	bCat nuc transl cell count 5 µM	human PMI inhibitors	WT yeast gro inh	WT yeast gro inh mutant strain	Dynein transport	Dynein transport cytoplasmic EGFP	Dynein transport nuclear GR-EGFP	Dynein transport cell count	Insulin prom up	Insulin prom up cell count	Yfh1-off respiration	MT stabilize HCS	MT stabilize HCS Hoechst-high %	MT stabilize HCS cytotoxicity %	Autophagy mod	Autophagy mod cell loss 18 h
CCOc1ccc2nc(NC(=O)C3=NNC(=O)CC3)sc2c1	-16%	-0.9	1049	-6%	5	4	1.7	-0.26	1	-0.76	-0.51	1303	i	3.8	2.9	8.8	i	10
O=C(Nc1ccc(CN2CCS(=O)(=O)CC2)cc1)c1ccccc1	/	0.1	1384	/	/	/	0.28	-0.25	0.69	-0.1	-0.27	992	i	/	/	/	/	/
Cc1cc(C(=O)NN=C(Cc2ccccc2)Cc2ccccc2)c(C)o1	2%	-1.8	543	4%	2	-12	0.21	-0.29	-0.14	0.044	-0.39	1356	i	2.2	2.9	3.1	i	6
CC(C)Oc1ccc(C(=O)N(CN2CCCC2=O)c2ccc(F)cc2)cc1	-7%	/	/	-2%	2	1	0.79	-0.19	0.61	-0.69	1.1	950	i	2.6	2.1	6.6	i	1
CCN(CC)S(=O)(=O)c1ccc(OC)c(NC(=O)/C=C/c2ccco2)c1	/	0.5	1294	/	/	/	-0.46	-0.21	-0.19	-0.56	-0.18	1006	i	/	/	/	/	/
C/C(=N\Nc1ccc(S(N)(=O)=O)cc1[N+](=O)[O-])c1ccccc1O	/	1.1	1291	/	/	/	-0.53	-0.27	-0.25	0.6	-0.22	1003	i	/	/	/	/	/
CCOC(=O)/C=C/C(=O)OCC(=O)Nc1cccc(Br)c1	-5%	-1.1	1066	2%	1	9	-2.9	-0.14	-1	1.4	0.29	1171	i	4.2	1.5	13	i	7
COc1ccc(N2C(=O)C3CCCN3C2c2ccc(F)cc2)cc1Cl (stereo unspecified)	-7%	-3.9	619	-11%	9	19	0.024	-0.24	-0.12	0.2	/	/	i	2.8	1.8	3.8	i	2
CN(C)/C=C(\C#N)C(=O)Nc1ccc(F)cc1	2%	0.8	1344	-3%	1	9	0.073	-0.17	0.031	-0.15	0.02	1647	i	1.5	1.8	9.6	i	7
CCOc1ccccc1NC(=O)C(OC(=O)c1ccccc1O)c1ccccc1 (stereo unspecified)	7%	-1.5	571	5%	21	-14	0.26	-0.29	-0.25	-0.32	0.28	1209	i	4.4	2.3	0.4	i	6
Cc1noc(NS(=O)(=O)c2ccc(N/C=C\C(=O)c3cccs3)cc2)c1C	-9%	0.8	1489	-8%	6	-8	-0.036	-0.24	-0.049	0.5	0.57	1296	i	3.7	2.2	8.0	i	14
O=c1[nH]c(=O)n(C2CCCO2)cc1Br (stereo unspecified)	12%	0.5	1067	3%	14	13	-0.79	-0.28	-0.89	1.4	-0.41	1355	i	4.0	2.0	4.3	i	-4
CCn1c(SC(C)C)nnc1-c1cc(-c2ccccc2)sc1N	-3%	-1.3	1216	-3%	51	27	-0.22	-0.25	-0.12	0.045	-1.7	570	i	3.4	1.7	8.4	i	-8
COc1ccccc1NC(=S)Nc1cccc2cnccc12	70%*	3.0	1121	/	10	-9	0.28	0.34	0.46	-1.5	-0.06	1277	i	5.6	1.0	6.0	i	1
Cc1[nH]c2ccc(C(=O)N3CCCCC3)cc2c1C	0%	0.5	1077	3%	-19	-11	-0.37	-0.29	0.11	0.83	-0.95	1329	i	/	/	/	i	5
Cn1c(=O)c(C=Nc2ccccc2)c(O)c2ccccc21	/	-2.9	1162	/	/	/	-0.53	-0.2	-0.28	0.65	-0.26	1429	i	/	/	/	/	/
C=CCn1c(SCc2nc3ccccc3[nH]2)nnc1-c1ccccn1	11%	/	/	14%	-21	3	-0.59	-0.21	-0.015	-0.35	1.1	1220	i	2.4	0.1	37	i	7
CCOC(=O)C1=C(O)/C(=C/c2ccc(-c3ccccc3C(=O)O)o2)SC1=Nc1ccc(OC)cc1	-28%	6.8	1094	-67%	16	28	-1.2	0.017	-0.36	0.3	-0.36	1130	i	1.8	1.2	3.2	i	-5
COC(=O)c1ccc(C23CC4(C2)[C@H](CN(Cc2cccnc2)[C@@H]4c2ccccc2)C3c2ccccc2)cc1 (stereo partly specified)	/	2.0	1358	/	/	/	-1.3	-0.78	-0.64	0.51	-0.13	1008	i	/	/	/	/	/
O=c1[nH]c2cc3c(cc2cc1C(c1nnnn1C1CCCCC1)N1CCSCC1)OCCO3 (stereo unspecified)	-32%	-1.1	1170	-10%	-2	-4	-0.4	0.21	0.13	-0.61	-0.07	1320	/	3.0	2.0	6.2	i	4
CC1CCCCC1NC(=O)/C=C/c1nc2ccccc2s1 (stereo unspecified)	-6%	-2.6	1151	-11%	14	-21	2	1.1	0.82	-1.3	-0.83	1283	i	4.9	1.9	11	i	-5
O=C(NN1C(=O)/C(=C/c2cccs2)SC1=S)c1ccncc1	/	-1.5	1512	/	/	/	-0.32	-0.2	-0.26	0.51	0.13	1168	i	/	/	/	/	/
CC(C)n1nnnc1-c1cccc(Cl)c1	12%	-1.3	944	13%	-5	6	-0.6	0.53	-0.37	0.23	0.49	1220	i	2.5	2.3	5.9	i	17
COc1cnc(-c2ccccn2)nc1Oc1ccccc1Cl	14%	-1.4	1035	16%	61*	48*	/	/	/	/	-0.95	1118	i	1.0	0.9	8.0	i	2
CCC(=O)N(Cc1cc2cccc(C)c2[nH]c1=O)c1ccccc1OC	6%	-0.4	1356	6%	19	43	-0.56	-0.019	-0.2	0.64	-0.08	1615	i	1.4	2.1	12	i	43
Cn1c2c(c3ccccc31)CCSC2=O	0%	1.8	1407	3%	-12	-23	-0.042	-0.22	0.061	0.093	0.98	1635	i	9.3	5.3	6.6	i	7
COc1ccc2cc(CN(CC3CCCO3)C(=O)Nc3ccccc3OC)c(=O)[nH]c2c1 (stereo unspecified)	3%	-0.6	1082	7%	0	8	0.41	-0.29	0.016	0.31	0.1	1256	i	23*	41*	63*	i	32
COc1cc2c(cc1NC(=O)COC(=O)Cn1cnc3ccccc31)oc1ccccc12	13%	1.1	1017	10%	8	9	-0.86	-0.37	-0.33	0.18	0.47	1597	/	3.2	1.9	12	i	9
COc1ccc(CC(=O)NCc2nnc(SCC(=O)c3ccc(OC)cc3)n2C)cc1	2%	-1.8	1032	-2%	-5	4	1.3	-0.36	0.47	-0.37	-0.09	1527	i	3.9	1.3	6.3	i	-1
CCOc1ccc(C(=O)CC(NCc2cccs2)C(=O)O)cc1 (stereo unspecified)	-1%	1.6	995	-1%	-6	4	0.034	-0.27	0.17	0.17	0.59	1509	i	2.5	1.4	7.2	i	20
CC(C)(CO)NC(=O)CC1C(=O)NCCN1CC(c1ccccc1)c1ccccc1 (stereo unspecified)	-1%	5.2	1034	22%	-17	-11	-1.3	-0.38	-0.4	1.1	0.01	1378	i	/	/	/	i	5
NC(=O)C1=C[C@H](C2CCCCC2)C[C@H](OCc2ccc(CO)cc2)O1	12%	-1.7	1107	29%	0	11	-0.044	-0.31	0.35	0.11	0.52	1423	i	3.3	0.8	2.6	i	16
Cc1c(C(=O)N2CCN(c3ccc(F)cc3)CC2)sc2nc(-c3ccccc3)cn12	6%	-2.0	971	10%	-1	-15	-0.053	-0.15	-0.16	0.51	-0.86	1142	/	4.6	2.4	10	i	8
Cc1cc(N2CCCCC2)n2ncc(-c3ccc(Cl)cc3)c2n1	-3%	-2.1	1192	-1%	58*	34*	-0.35	-0.12	-0.091	0.2	0	779	i	2.7	4.5	8.4	i	2
Cc1nn(C)c(Oc2ccccc2)c1[N+](=O)[O-]	11%	-0.6	1205	10%	-10	1	-0.41	-0.1	0.12	0.29	-0.2	833	i	2.5	2.1	6.5	i	-4
COc1cc2nc(CN3CCC(Cc4ccccc4)CC3)[nH]c(=O)c2cc1OC	-9%	1.1	1102	-13%	0	-8	-0.59	-0.083	-0.18	0.57	-0.66	1021	i	2.2	2.8	5.2	i	-21
COC(=O)CSc1cnc2ccccc2n1	-6%	-2.2	1172	-11%	-13	3	0.39	-0.04	0.48	0.31	-0.2	1182	i	1.1	0.6	9.6	i	0
